GLS inh: qHTS for Inhibitors of Glutaminase (GLS); Glutaminase kidney isoform, mitochondrial (Homo sapiens), O94925; Potency, µM (series often up to 45.5 µM), without a hit: at the top dose activity change, negative = inhibition, most hits filed as inhibitors; AID 624170, 2012; 0.21% of 410,000 active; GLS enzymatic activity, qHTS titration; further: potency means the concentration at half of the fitted maximal effect; on the % scale 0 is the no-effect control and ±100 the full control effect
Target sequence (O94925 whole entry, looked up, canonical isoform): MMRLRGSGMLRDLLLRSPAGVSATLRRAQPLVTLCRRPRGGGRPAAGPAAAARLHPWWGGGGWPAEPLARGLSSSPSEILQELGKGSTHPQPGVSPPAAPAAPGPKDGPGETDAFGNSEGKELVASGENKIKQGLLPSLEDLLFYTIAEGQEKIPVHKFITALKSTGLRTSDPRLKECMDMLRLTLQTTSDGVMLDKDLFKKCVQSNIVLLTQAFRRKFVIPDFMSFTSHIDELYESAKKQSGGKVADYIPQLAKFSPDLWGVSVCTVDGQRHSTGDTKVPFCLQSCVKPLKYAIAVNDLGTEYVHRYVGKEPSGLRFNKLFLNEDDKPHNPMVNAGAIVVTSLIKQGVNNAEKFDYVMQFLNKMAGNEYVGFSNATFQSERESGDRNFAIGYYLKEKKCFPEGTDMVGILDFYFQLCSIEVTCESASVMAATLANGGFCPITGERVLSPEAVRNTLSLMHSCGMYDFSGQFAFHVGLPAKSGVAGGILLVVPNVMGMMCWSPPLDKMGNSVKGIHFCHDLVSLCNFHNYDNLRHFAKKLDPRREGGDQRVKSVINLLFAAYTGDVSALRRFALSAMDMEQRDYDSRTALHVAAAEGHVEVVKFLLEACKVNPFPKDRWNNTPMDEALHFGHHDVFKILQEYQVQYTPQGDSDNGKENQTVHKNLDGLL
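Human kidney-isoform GLS in 45 mM KH2PO4 pH 8.2, 0.02% Tween-20, with compound, started with 1mM L-Glutamine (added stock). Glutamate oxidase/HRP/Amplex red coupled fluorescence read at start and after 30 min at RT.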
HP1b binding inh: HTS for Inhibitors of HP1-beta Chromodomain Interactions with Methylated Histone Tails. Chromobox protein homolog 1 (Homo sapiens), P83916. AlphaScreen HP1-beta / biotin-H3K9me3 peptide binding. Potency, µM (top dose mostly 114 µM), without a hit: at the top dose activity change, negative = inhibition, most hits filed as inhibitors. 0.56% of 390,000 active. AID 540317, 2011; further: potency means the concentration at half of the fitted maximal effect; nearly all actives have a fitted effect of over 70% in size; inactives centre near 23
Target sequence (P83916 whole entry, looked up): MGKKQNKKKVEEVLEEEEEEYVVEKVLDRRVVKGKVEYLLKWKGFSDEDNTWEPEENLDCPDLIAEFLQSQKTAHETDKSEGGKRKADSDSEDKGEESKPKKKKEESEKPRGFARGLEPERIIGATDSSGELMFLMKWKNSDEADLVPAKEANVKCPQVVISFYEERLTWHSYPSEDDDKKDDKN
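HP1-beta protein (50 nM final) preincubated 30 min at room temperature with biotinylated H3(1-18)K9me3 peptide (50 nM) in PBS pH 7.4, 0.01% Tween-20, then compound added for 30 min. AlphaScreen streptavidin donor/nickel chelate acceptor beads (10 ug/mL final), 30 min dark, luminescence read.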
PI4K2A block: qHTS for small molecular inhibitors of PI4K2A. Phosphatidylinositol 4-kinase type 2-alpha (Homo sapiens), Q9BTU6. purified PI4K2A, ADP-Glo luminescence, 1 h; hits give low values. activity change, negative = inhibition, % at 76.9 µM. 0.13% of 420,000 active; in the data active means activity change below about -50%; inconclusive means mostly about -30% to -49%;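 further: -100% = wells without enzyme as full effect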
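In this quantitative HTS, ADP production by PI4K2A was quantified luminescently after 1 h at ambient temperature; 100 microM adenosine served as plate-quality control.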
BAZ2B inh: qHTS Assay for Inhibitors of BAZ2B; Bromodomain adjacent to zinc finger domain protein 2B (Homo sapiens), Q9UIF8; AlphaScreen BAZ2B-H3K14Ac peptide displacement; Potency, µM (series often up to 114 µM), inactives show top-dose activity change, negative = inhibition, actives largely listed as inhibitors; 4.4% of 360,000 active; further: potency means the concentration at half of the fitted maximal effect; on the % scale 0 is the no-effect control and ±100 the full control effect; nearly all actives have a fitted effect of over 60% in size
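Multi-concentration screen (max 110 uM) measuring displacement of acetylated histone H3 peptide from BAZ2B by AlphaScreen, using 50 nM protein, 50 nM peptide and 10 ug/mL streptavidin donor plus Ni-chelate acceptor beads.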
RGS4 inh: Inhibitors of Regulator of G Protein Signaling (RGS) 4: qHTS; Regulator of G-protein signaling 4 (Homo sapiens), P49798; Transcreener GDP fluorescence polarization, RGS4-accelerated GTP hydrolysis; Potency, µM (series often up to 114 µM), without a hit: at the top dose activity change, negative = inhibition, hits mostly inhibitors; 0.039% of 390,000 active; AID 504845, 2011; further: potency means the concentration at half of the fitted maximal effect; on the % scale 0 is the no-effect control and ±100 the full control effect; nearly all actives have a fitted effect of over 75% in size; some results filed as inactive show a strong effect at the top dose
Target sequence (P49798 whole entry, looked up): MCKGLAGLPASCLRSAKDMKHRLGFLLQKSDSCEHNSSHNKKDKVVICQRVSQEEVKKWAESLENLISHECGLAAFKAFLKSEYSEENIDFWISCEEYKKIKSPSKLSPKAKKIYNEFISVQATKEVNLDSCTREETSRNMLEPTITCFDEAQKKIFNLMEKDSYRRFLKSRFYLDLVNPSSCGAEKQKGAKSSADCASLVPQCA
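MLSMR compounds (23 nl, pin-transferred) preincubated 10 min at room temperature with a 500nM (2x) first reagent, then RGS4 at 900nM (2x) plus Transcreener GDP mix added; fluorescence polarization (620/688 nm) read before and after 90 min at 30 °C.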
12-LOX inh: Primary qHTS assay for inhibitors of human arachidonate 12S-lipoxygenase (ALOX12): Round 2; purified 12hLO, xylenol orange hydroperoxide absorbance; AID 1671190, 2021; Potency, µM (highest dose often 108 µM), for the others: top-dose activity change, negative = inhibition, usual class: inhibitors; 1.1% of 580,000 active; further: potency means the concentration at half of the fitted maximal effect; on the % scale 0 is the no-effect control and ±100 the full control effect
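Purified human 12hLO at 150 nM in 25 mM Hepes, 0.01% Triton X-100, pH 7.0, preincubated 15 min at room temperature with compound. Reaction started with 40 uM arachidonic acid, 30 min at room temperature. Hydroperoxide measured by Fe-xylenol orange, 573/405 nm absorbance ratio.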
JMJD2A Tudor inh: qHTS Assay for Inhibitors of JMJD2A-Tudor Domain; 4.4% of 390,000 active; AlphaScreen JMJD2A-Tudor / H3K4me3 peptide binding; Potency, µM (titrated, usually from 114 µM), inactives show at the top dose activity change, negative = inhibition, actives largely listed as inhibitors; AID 504339, 2011; Lysine-specific demethylase 4A (Homo sapiens), O75164; further: potency means the concentration at half of the fitted maximal effect; on the % scale 0 is the no-effect control and ±100 the full control effect; nearly all actives have a fitted effect of over 50% in size
ERG Ets-DNA blk: qHTS for Small Molecule Inhibitors of the ERG Ets/DNA interaction; fluorescence polarization, His-ERG Ets domain / labelled DNA; Potency, µM (titrated, usually from 76.9 µM), for the others: at the top dose FP activity, negative = inhibition, actives largely listed as inhibitors; 0.028% of 370,000 active; active means well fitted inhibition curve with a large enough effect in the polarisation, with a control signal flat; inconclusive means small, poorly fitted or top-dose-only effect, or effect the other way, or a change in a side signal; inactive means no such curve, though single readings can be large or run the other way; the % refers to the polarisation;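 further: polarization taken with two DNA probes labelled with fluorescein and Texas red; potency means the concentration at half of the fitted maximal effect; % of control where 0% means no effect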
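His-tagged ERG Ets domain (1 uM in the protein solution; 300mM KCl, 50mM Tris-HCl, 1mM EDTA, 1mM DTT, pH 7.5) received compound, then a probe mix of 5 nM fluorescein-DNA and 100nM Texas-615-DNA. Fluorescence polarization was read for both dyes.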
G9a inh: qHTS Assay for Inhibitors of Histone Lysine Methyltransferase G9a; Histone-lysine N-methyltransferase EHMT2 (Homo sapiens), Q96KQ7; G9a H3K9 monomethylation, AlphaScreen, 2 h; Potency, µM (doses to about 102 µM), inactives show at the highest dose activity, negative = inhibition, most hits filed as inhibitors; 8.8% of 350,000 active; further: potency means the concentration at half of the fitted maximal effect; on the % scale 0 is the no-effect control and ±100 the full control effect; nearly all actives have a fitted effect of over 75% in size
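Using a bead-based AlphaScreen, monomethylated H3K9 product from 2 h room-temperature reactions (G9a 20 nM, peptide 500 nM, SAM 20 uM) was detected with 0.5 ug/mL rabbit anti-H3K9me1 antibody.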
Numbers without * were called inactive; ? = inconclusive; nt = not tested or not shown; & = joins results of further samples; [ ] = dose if it differs, or a comment. Unless noted, the call rests on the fitted dose curve; in most records, active means well fitted curve in the direction sought with a large enough effect; inconclusive means small, poorly fitted or top-dose-only effect, or another doubt; inactive means no such curve, though single readings can be large; an effect the other way counts as inactive or inconclusive.

entry	GLS inh	HP1b binding inh	PI4K2A block	BAZ2B inh	RGS4 inh	12-LOX inh	JMJD2A Tudor inh	ERG Ets-DNA blk	G9a inh	SMILES
1	27%	5%	8	2%	34%	0%	0%	-1%	12%[59 µM]	COc1ccc2[nH]cc(C(O)CN3CCC(C(N)=O)CC3)c2c1 (stereo not drawn)
2	-5%	44%[activator]	-9	0%	-30%	-19%	-2%	-4%	2%[59 µM]	CCn1c(CNC(=O)c2ccc(OC)cc2)nnc1SCC(=O)Nc1cccc(C)c1C
3	-1%	22%	0	?	9%	-13%	12%	0%	-49%[59 µM]	Cc1c(Cl)cccc1-c1ccc(C(=O)Nc2ccc(F)cc2)o1
4	3%	11%	0	2%	5%	-4%	-28%	-2%	nt	COC(=O)[C@@]12CCCCN1[C@H](c1ccc(-c3ccc(C(C)=O)cc3)cc1)[C@H]1C(=O)N(C)C(=O)[C@H]12
5	1%	18%	5	-5%	1%	7%	0%	-2%	5%	Cc1nc(N)c(C#N)c(-c2ccccc2)c1C
6	5%	22%	3	33%[activator]	-1%	3%	-12%	-3%	?	C=CCOc1c(CNn2nnnc2N)cccc1OC
7	0%	27%	-3	-26%	3%	-35%	-20%	-6%	6%	CCc1ccc(S(=O)(=O)c2ccc(-n3nc(C)cc3N)cc2)cc1
8	4%	-12%	-5	nt	-33%	?	22µM*	-3%	14µM*	CCC(=O)N1c2ccc(S(=O)(=O)CCC(=O)Nc3ccc(Br)c(C)c3)cc2CC1C (stereo not drawn)
9	0%&-5%	23%&45%	11&10	3.2µM*	1%&-11%	9%&-5%	3.5µM*	20%&6%	3%	COc1ccccc1NC(=O)CSc1ccc(-c2ccccn2)nn1
10	20%	-5%	-2	nt	15%	10%	-7%	-7%	nt	O=C(CCNC(=O)c1ccco1)NNC(=O)c1ccc(Br)cc1
11	-1%	7%	-5	?	5%	-31%	-28%	-4%	?	O=C(COC(=O)/C=C/c1ccco1)Nc1cccc([N+](=O)[O-])c1
12	8%	-12%	2	3%	-19%	3%	-13%	-4%	-21%	CC(C)c1nnc(NC(=O)C2CC(=O)N(CCc3ccc(F)cc3)C2)s1 (stereo not drawn)
13	-1%	51%[activator]	-3	10%	-3%	-14%	5%	10%	11%	CC(OC(=O)Cc1ccc(F)cc1)C(=O)N1CCc2ccccc21 (stereo not drawn)
14	-1%	28%	-2	3%	-8%	10%	-15%	-4%	2%[0.501 µM]	COc1ccc(C(=O)Nc2ccccc2C(=O)Nc2ccccn2)cc1
15	3%	-11%	-3	1%	15%	29%	-3%	-6%	19%	O=C(NC1CCCC1)C1CC(=O)N(c2ccc(F)cc2)C1 (stereo not drawn)
16	0%	26%	3	nt	-15%	19%	8%	-8%	nt	CC1CN(C(=O)COC(=O)/C=C/c2cccc([N+](=O)[O-])c2)CC(C)O1 (stereo not drawn)

Overlap with the part before: three entries, followed by the next part.
entry	GLS inh	HP1b binding inh	PI4K2A block	BAZ2B inh	RGS4 inh	12-LOX inh	JMJD2A Tudor inh	ERG Ets-DNA blk	G9a inh	SMILES
14	-1%	28%	-2	3%	-8%	10%	-15%	-4%	2%[0.501 µM]	COc1ccc(C(=O)Nc2ccccc2C(=O)Nc2ccccn2)cc1
15	3%	-11%	-3	1%	15%	29%	-3%	-6%	19%	O=C(NC1CCCC1)C1CC(=O)N(c2ccc(F)cc2)C1 (stereo not drawn)
16	0%	26%	3	nt	-15%	19%	8%	-8%	nt	CC1CN(C(=O)COC(=O)/C=C/c2cccc([N+](=O)[O-])c2)CC(C)O1 (stereo not drawn)
17	13%	70%[activator]	3	3%	-9%	-4%	45%[activator]	-6%	24%[59 µM]	CC1CC(C)CN(c2ncnc3c2cnn3Cc2ccc(Cl)cc2)C1 (stereo not drawn)
18	12%	54%[activator]	2	-2%	-8%	0%	-9%	-9%	1%[59 µM]	Cc1ccccc1NC(=O)C1CCN(c2cc(-c3ccccc3)nc3ncnn23)CC1
19	-29%	12%	4	?	-32%	?	-33%	-5%	-4%[59 µM]	O=C1/C(=C/C=C/c2ccccc2)Oc2c1ccc(O)c2CN1CCN(CCO)CC1
20	3%	17%	8	4%	17%	-20%	-21%	13%	7%	Cc1ccn2c(=O)nc(SCC(=O)N3CCCCC3)nc2c1
21	-1%	21%	2	nt	19%	16%	-9%	3%	nt	O=C(NC1CC1)C1=C[C@H](c2ccc(C(F)(F)F)cc2)C[C@H](OCCCCO)O1
22	17%	-2%	-2	-29%	-14%	2%	-16%	-4%	4%[59 µM]	CCCNC(=O)Nc1cc(C(=O)NCc2cccc(OCC)c2)ccc1N1CCCC1
23	16%	15%	11	?	8%	nt	-20%	6%	-29%	CC(C)CC(C(=O)NC(=O)NCc1ccccc1)N1C(=O)c2ccccc2C1=O (stereo not drawn)
24	-13%	15%	9	nt	3%	-20%	-27%	4%	-7%[59 µM]	CCOc1ccccc1NC(=O)Cn1nnc(C(=O)Nc2ccc(C)c(C)c2)c1N

Records listed so far printed as active in G9a inh:
entry	GLS inh	HP1b binding inh	PI4K2A block	BAZ2B inh	RGS4 inh	12-LOX inh	JMJD2A Tudor inh	ERG Ets-DNA blk	G9a inh	SMILES
8	4%	-12%	-5	nt	-33%	?	22µM*	-3%	14µM*	CCC(=O)N1c2ccc(S(=O)(=O)CCC(=O)Nc3ccc(Br)c(C)c3)cc2CC1C (stereo not drawn)

Looked up above:
Under JMJD2A Tudor inh, no. 18 is listed with -9%
Under BAZ2B inh, no. 17 is listed with 3%

(list continues)
entry	GLS inh	HP1b binding inh	PI4K2A block	BAZ2B inh	RGS4 inh	12-LOX inh	JMJD2A Tudor inh	ERG Ets-DNA blk	G9a inh	SMILES
25	5%	20%	-9	-3%	-51%	?	-17%	?	40µM*	O=C1c2cccc3c(O)ccc(c23)C(=O)N1Cc1ccco1
26	-2%	19%	1	1%	-14%	-4%	-5%	-10%	9%[12.7 µM]	O=C(COc1ccc(Cl)cc1)Nc1ncccn1
27	-6%	24%	8	-3%	-6%	?	-17%	-6%	nt	CC1(/[N+]([O-])=C/c2cccc(Cl)c2)CCCCC1=O (stereo not drawn)
28	-4%	57%[activator]	-3	-5%	-2%	10%[57.4 µM]	-23%	-9%	-8%	CCNc1nc2c(c(=O)[nH]c(=O)n2C)n1CC(C)C
29	2%	119%[activator]	2	52%[activator]	-9%	-8%	61%[activator]	1%	nt	COC(=O)C1=CN(Cc2ccc(OC)c(OC)c2)C=C(C(=O)OC)C1c1cccc(F)c1
30	5%	42%[activator]	8	6%	0%	-18%	-7%	1%	-22%[59 µM]	CCCCc1ccc(NC(=O)c2cc3c(=O)n4ccccc4nc3n2C)cc1
31	-19%	37%	-2	-1%	7%	0%	1%	-10%	?	C/C(=N\Nc1nccnc1Cl)c1c(F)c(F)c(F)c(F)c1F
32	-3%	25%	1	-13%	25%	0%	-7%	8%	4%	CC(C)c1ccc(NC(=O)CSc2nnc(CN3CCOCC3)n2C)cc1
33	-4%	18%[57 µM]	-6	-14%	-42%	?	-12%	-1%	2%[59 µM]	CCn1ccc2cc(S(=O)(=O)N3CCCN(C(=O)Nc4cccc(SC)c4)CC3)ccc21
34	2%	24%	3	0%	16%	-16%	-2%	5%	0%[59 µM]	COc1cc2c(=O)n(Cc3ccccc3Cl)c(=O)n(CC(=O)Nc3ccc(C)c(C)c3)c2cc1OC
35	-8%	-20%	0	13%	5%	?	5%	7%	35µM*	Cc1ccc(-c2csc3nc4c5ccccc5c(NCCCN(C)C)nn4c(=O)c23)cc1
36	-1%	-4%	-3	-29%	-30%	?	-29%	4%	-29%[59 µM]	CCOc1ccccc1NC(=O)c1c(NCc2sccc2C)sc2c1CCC(C)C2 (stereo not drawn)
37	5%	21%	-2	-5%	21%	9%	-12%	11%	nt	Cc1ccc(C)c(NC(=O)c2cc(S(=O)(=O)N3CCOCC3)cn2C)c1
38	1%	20%	-2	10%	-19%	9%	-14%	0%	8%	O=C(NCc1cccnc1)c1cccc(S(=O)(=O)Nc2ccc(F)cc2)c1
39	-7%	19%	0	-3%	-14%	-5%	-10%	nt	-27%	CCN(CC)S(=O)(=O)c1ccc2c3c(cccc13)C(=O)S2
40	2%	48%[activator]	-6	0%	-10%	168%[activator]	-25%	7%	8%[12.7 µM]	CCOc1ccccc1N1CCN(C(=O)c2ccccc2OCc2c(C)noc2C)CC1

Compound activity from PubChem BioAssay.

This is a subset; count on the stated rates, not on these rows.
